High-throughput results as filed in PubChem BioAssay.
ABHD5-PLIN5 inh – ABHD5-PLIN5 protein interaction inhibition; Q00G26+Q8WTS1; Split G. princeps luciferase complementation, luminescence, 4 h; inhibition, % at 4 µM; 360,000 tested, 0.78% active; AID 602281;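 active = inhibition above the mean inhibition across every tested compound plus 3 SD, cut at about 22% in these data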;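 note: 0% = DMSO only wells and the 100% control is not disclosed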
NOD2-RIPK2 inh – blocks binding of human NOD2 to RIPK2 | 360,000 tested, 0.38% active | O43353 | CHO BLA complementation NOD2-RIPK2, CCF4 ratio | AID 624267 | inhibition, % at 4.98 µM; in the data active = inhibition above about 21%;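 note: 0% = vehicle only and 100% = reference blocker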
MC4R antag cAMP – blocks human MC4R cAMP signaling; P32245; MC4R-expressing cells, MTII-stimulated cAMP, LANCE TR-FRET; inhibition, % at 6.5 µM; 360,000 tested, 0.48% active;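 active = inhibition above its plate's cutoff, the mean of tested wells on that plate plus 3 SD, cut at about 29% in these data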;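 note: 0% = Melanotan II alone and 100% = Melanotan II plus saturating MCL0020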
Target sequence (P32245 whole entry, looked up): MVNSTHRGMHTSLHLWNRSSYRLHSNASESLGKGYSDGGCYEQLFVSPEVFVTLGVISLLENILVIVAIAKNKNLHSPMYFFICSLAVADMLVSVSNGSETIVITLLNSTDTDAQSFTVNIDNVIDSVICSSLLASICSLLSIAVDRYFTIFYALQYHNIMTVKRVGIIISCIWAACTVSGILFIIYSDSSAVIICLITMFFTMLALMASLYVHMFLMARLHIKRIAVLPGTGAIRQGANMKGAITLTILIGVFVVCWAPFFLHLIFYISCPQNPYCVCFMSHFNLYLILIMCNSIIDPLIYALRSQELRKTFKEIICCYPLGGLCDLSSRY
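Material: U2OS-MC4R stable cell line | Reagent: Melanotan II challenge after compound preincubation | Doses: One concentration, 6.5 µM nominal | Incubation: 30-min compound preincubation, 1-h Melanotan II challenge, 1-h detection, room temperature | Signal: TR-FRET cAMP assay | Replicates: One well per compound, no replicates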
m5-HT2A agonist – activates the mouse 5-HT2A serotonin receptor; 360,000 tested, 0.66% active; AID 624169; CHO-K1 mHTR2A beta-arrestin complementation, luminescence; percent of 30 µM serotonin response; P35363; activation, % at 7.6 µM;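 active = activation above a run cutoff, the mean activation of all tested compounds plus 3 SD, cut at about 14% in these data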;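 note: 0% = plate median of compound wells and 100% = 30 µM serotonin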
Target sequence (P35363 whole entry, looked up): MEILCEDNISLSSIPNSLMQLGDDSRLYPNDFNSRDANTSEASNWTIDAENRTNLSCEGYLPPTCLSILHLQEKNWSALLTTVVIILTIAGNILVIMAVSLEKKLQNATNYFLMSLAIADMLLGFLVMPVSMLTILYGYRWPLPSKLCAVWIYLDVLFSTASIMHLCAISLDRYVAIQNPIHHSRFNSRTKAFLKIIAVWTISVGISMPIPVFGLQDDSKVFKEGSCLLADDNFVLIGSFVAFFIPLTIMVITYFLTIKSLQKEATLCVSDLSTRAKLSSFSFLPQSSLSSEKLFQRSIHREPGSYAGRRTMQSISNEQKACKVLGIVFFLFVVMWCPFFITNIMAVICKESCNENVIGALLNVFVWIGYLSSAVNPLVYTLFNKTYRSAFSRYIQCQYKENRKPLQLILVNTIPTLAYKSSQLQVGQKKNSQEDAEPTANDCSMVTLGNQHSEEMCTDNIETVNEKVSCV
SRC2 inh – human SRC2 (NCOA2) inhibition; Q15596; HEK293 GAL4-SRC2 luciferase reporter, luminescence; inhibition, % at 9 µM; 370,000 tested, 0.17% active; AID 651957;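 active = inhibition above the mean inhibition of all tested compounds plus 3 SD, set per campaign, cut at about 52% in these data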;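 note: 0% = DMSO treated cells and 100% = cells given Gossypol at 36 µM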
ABCB6 inh 2 – inhibitors of human ABC transporter ABCB6. Q9NP58. K562-ABCB6 porphyrin accumulation, flow cytometry, 1 h; active compounds read low. fluorescence ratio to DMSO, % at 10 µM. 360,000 tested, 0.19% active. AID 602162;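 active = fluorescence ratio to DMSO below 75%, the collection mean minus 3 SD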;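 note: signal is porphyrin accumulated inside mitochondria; 100% equals median channel fluorescence of DMSO control wells; lower ratio means ABCB6 inhibition with less porphyrin fluorescence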
Cardio protect – modulators protecting cardiomyocytes from myocardial damage; H9c2 cardiomyocytes, H2O2 injury protection, ATPLite, 2 h; 360,000 tested, 0.63% active; protection from H2O2 cell death, % at 20 µM;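 active = compounds giving at least 50% protection of heart cells from peroxide-induced death in the single-dose screen, raw or plate-pattern-corrected value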;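 note: 0% = DMSO wells with peroxide and 100% = DMSO wells without peroxide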
TLR9-MyD88 inh – inhibitors of human TLR9-MyD88 binding | inhibition, % at 4.98 µM | CHO BLA complementation TLR9-MyD88, CCF4 FRET ratio | 340,000 tested, 0.21% active | Q9NR96+Q99836;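 active = inhibition above the mean over all tested compounds plus 3 SD, cut at about 21% in these data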;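 note: 0% = DMSO only wells and 100% = clavulanate BLA inhibitor control wells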
Glyco luc inh – blocks N-linked glycosylation in D54 reporter cells. reporter increase, % at 12.5 µM. 360,000 tested, 0.23% active. D54 ERlucT glycosylation luciferase reporter, 24 h; percent of 100 nM tunicamycin response;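 active = mean luciferase reporter signal, scaled so untreated is 0 and the glycosylation-blocking control 100, at or above a set limit in every replicate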;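 note: luciferase carries N-glycosylation sites so blocking glycosylation raises the light; 0% = median of neutral control wells and 100% = median of 100 nM tunicamycin wells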
MC4R ag barr – activates human MC4R beta-arrestin recruitment. U2OS MC4R beta-arrestin complementation, luminescence; percent of melanotan II response, DMSO zero. P32245. activation, % at 8.9 µM. 360,000 tested, 0.98% active;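 active = activation above a per-plate cutoff, the mean activation of sample wells on that plate plus 3 SD, cut at about 8% in these data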
Active calls of the source: *; / = not tested or not shown. Some of the compounds tested; count on the stated rates, not on these rows.

SMILES	ABHD5-PLIN5 inh	NOD2-RIPK2 inh	MC4R antag cAMP	m5-HT2A agonist	SRC2 inh	ABCB6 inh 2	Cardio protect	TLR9-MyD88 inh	Glyco luc inh	MC4R ag barr
CC(C)CNC(=O)c1c(N)n(Cc2ccco2)c2nc3ccccc3nc12	22	-12	5	7	16	109	6	-31	0	-0.1
C=CCN1C(=O)/C(=C/c2ccc(N3CCOCC3)o2)C(=O)NC1=S	9	4	-5	-1	-11	106	8	-15	0	-1.4
NNC(=O)CN1C(=O)CN=C(c2ccccc2)c2cc(Br)ccc21	-2	-8	2	1	4	97	0	8	-1	5.0
[O-]c1ccccc1-[n+]1c(-c2ccccc2)cc(-c2ccccc2)cc1-c1ccccc1	16	-1	17	-4	3	96	-22	-5	7	-1.1
O=C([O-])c1ccc(-[n+]2c(-c3ccccc3)cc(-c3ccccc3)cc2-c2ccccc2)cc1	2	-2	1	-2	1	87	-6	-9	4	0.6
COc1cc(CN2CC3CC(C2)c2cccc(=O)n2C3)cc(OC)c1OC (stereo unspecified)	-2	-10	12	2	2	101	-2	-6	1	1.3
O=C1Nc2ccccc2Oc2ccccc21	7	-10	-4	-6	9	101	10	-2	0	-2.4
CN1CC(C(=O)c2ccc([N+](=O)[O-])cc2)C(c2ccc(Cl)cc2)C1 (stereo unspecified)	-6	-6	3	-12	15	98	1	-9	2	0.0
Cc1c2cnn(CC(=O)N3CCC4(CC3)OCCO4)c(=O)c2c(C)n1Cc1cccc(Cl)c1	-6	-5	4	10	1	94	-1	0	2	-3.7
COC(=O)C1=C(c2cc3ccccc3o2)C[C@@H]2CC[C@H]1N2C(=O)NCc1cccc2ccccc12	7	0	10	-5	16	102	-3	-6	0	-2.2
C#CC1(O)CCC2C3CCC4=C/C(=N/OCC(=O)NCC(=O)NC(C(=O)O)C(C)C)CC[C@]4(C)C3CC[C@@]21C (stereo partly specified)	7	0	3	-4	-26	102	-1	-2	3	-1.5
CN(C)Cc1ccccc1OC(=O)N(C)C	-8	-8	-1	1	-23	95	10	-6	3	-2.3
Nc1ccccc1C(=O)OC1CSC1	-14	5	-2	-3	-6	99	1	-5	0	-0.2
COc1cc2c(cc1OC)[C@@]13CCN4CC5=CCO[C@H]6CC(=O)N2[C@H]1[C@H]6[C@H]5C[C@H]43	5	-3	2	-2	-24	98	2	6	7	-0.1
CCN1C(=O)C(=Cc2c(C)n(CC(=O)NCC3CCCO3)c3ccccc23)C(=O)N(CC)C1=S (stereo unspecified)	-8	-12	-1	8	-4	128	-2	2	-2	-3.9
Cn1nc(-c2ccc(OCC(=O)N3CCN(Cc4ccccc4)CC3)cc2)c2ccccc2c1=O	-4	-8	8	3	14	93	-18	1	-1	0.0
Cc1ccc(C(=O)C2CN(C)CC2C(=O)c2ccc(C)cc2)cc1 (stereo unspecified)	-2	-6	-5	-2	-56	81	7	2	-3	-0.3
CC(c1ccc(F)cc1)n1cc(C(=O)NCc2ccc3c(c2)OCO3)nn1 (stereo unspecified)	1	4	-1	-1	15	87	9	-7	1	-0.4
CCN(CC)S(=O)(=O)c1ccc(N=Cc2c(O)n(-c3ccccc3)c(=O)[nH]c2=O)cc1	9	-10	-2	5	2	96	21	-4	2	-0.7
COC(=O)C1=C(c2cccc(OCc3ccccc3)c2)C[C@@H]2CC[C@H]1N2C(=O)NCc1ccc(Br)cc1	2	2	9	11	6	93	-4	-2	-6	-2.2
NP(=O)(Oc1ccccc1Cl)Oc1ccccc1Cl	-5	2	16	-2	14	103	0	-6	4	-0.8
COc1ccccc1CNCCc1ccc(F)cc1	1	-1	2	32*	10	97	3	0	0	0.0
O=C(c1ccc2nc(-c3ccco3)c(-c3ccco3)nc2c1)N1CCC2(CC1)OCCO2	9	-2	6	1	/	94	2	3	1	-2.3
CSc1ccccc1C(=O)C1CCCN(Cc2cccc(C)n2)C1 (stereo unspecified)	-7	-6	26	-4	-3	103	0	-9	-1	-1.6
C#CCN(C)C(C)Cc1ccccc1 (stereo unspecified)	0	-4	13	-6	3	99	-1	1	0	0.3
COC(=O)C1=C(c2ccc3ccccc3c2)C[C@@H]2CC[C@H]1N2C(=O)N1CCC(C)CC1	0	6	-3	-3	/	99	-5	-8	-4	-0.5
CC(=Nc1ccc(F)cc1)c1c(O)n(C)c(=O)[nH]c1=O	6	4	0	-5	-26	104	20	2	3	-1.8
O=C(Cc1ccccc1)N1CCN(Cc2ccc([N+](=O)[O-])cc2)CC1	1	-1	7	1	1	98	14	9	-2	0.5
CC(=O)N1N=C(c2cccnc2)CC1c1ccccc1O (stereo unspecified)	0	1	6	6	3	97	-7	6	-1	-2.5
O=C(C1CCCO1)N1CCC2(CC1)OCCO2 (stereo unspecified)	3	-1	-2	3	0	98	4	0	0	3.4
O=c1c2ccccc2nc(-c2ccco2)n1-c1ccncc1	-3	-11	2	2	9	92	-1	-5	3	-0.3
COc1cc(O)c(C(=O)O)c(-c2cc(O)c(O)cc2C)c1	19	-3	6	-2	-16	100	49	1	-1	-0.3
O=C(COc1ccccc1)c1cn(Cc2ccccc2)c2ccccc12	6	2	-6	-4	-8	107	-10	8	-4	1.8
COc1ccc(-c2nc3ccccc3c(=O)n2-c2cccnc2)cc1	-1	-9	12	1	-4	97	5	1	4	2.1
COC(=O)C1=C(c2ccc(OC(F)(F)F)cc2)C[C@@H]2CC[C@H]1N2C(=O)NCc1ccc(F)cc1	-11	1	6	2	3	97	-8	-3	-1	-0.7
CC1=C(C)CC2(CC1)C(=O)NC(=O)NC2=O	-7	2	11	-1	-13	103	2	-5	-1	-1.5
CN1Cc2c(c(C#N)c(N)n(C)c2=S)CC1(C)C	0	6	-4	2	/	98	6	-21	2	-0.8
OC(c1ccccc1)(c1ccccc1)C1CCNCC1	-1	2	4	-10	2	105	-1	7	-2	-0.7
C=CCn1c(O)c(/C(C)=N/N2CCCCC2)c(=O)[nH]c1=O	-1	-1	5	1	-5	100	-4	5	2	-1.7
CCOP(=O)(Cc1ccc(C(=O)CC)o1)OCC	-3	4	9	7	7	105	-4	-1	1	0.9
COC(=O)C1=C(c2c(C)noc2C)C[C@@H]2CC[C@H]1N2C(=O)NCCOc1ccc(OC)cc1	0	3	-2	10	-5	99	10	-14	0	-0.5
CCCCOc1ccc(CN2CCN(CC)CC2)cc1	3	-4	2	1	-1	/	5	-10	-1	3.6
CCC(=NCc1cccnc1)c1c(O)n(-c2ccccc2C)c(=O)[nH]c1=O	0	-14	10	0	-3	98	-5	0	3	-3.1
C=C(C)[C@@H]1[C@H]2OC(=O)[C@H]1[C@]1(O)C[C@H]3O[C@]34C(=O)O[C@H]2[C@]14C	0	-11	8	11	-16	98	-3	-8	2	-0.7
CC1CC(OC(=O)c2ccccc2)(c2ccccc2)C(C)CN1C (stereo unspecified)	-12	-3	-8	-2	-40	101	-4	-2	-4	-1.9
